High-throughput results from PubChem BioAssay.
TcdB inh: blocks C. difficile toxin B glycohydrolase activity | inhibition, % at 9.99 µM | P18177 | hit rate 0.24% among 350,000 | TcdB glycohydrolase enzymatic assay, plate reader; in the data active means inhibition above about 10%
SSB-PriA inh: blocks PriA binding to SSB C-terminal tail; AlphaScreen SSBct-PriA binding, biotinylated peptide; inhibition, % at 33 µM; hit rate 0.6% among 430,000; in the data active means inhibition mostly above about 37%, no sharp cut-off; inactive means mostly below about 20%;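 further: plate controls were negative control peptide for no effect and reference peptide for full effect; strong numbers were not always called active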
VHR inh abs: blocks human VHR1 dual specificity phosphatase. recombinant VHR phosphatase, pNPP absorbance. inhibition, % at 13.3 µM. P51452. hit rate 0.52% among 290,000; in the data active means inhibition above about 50%; further: some compounds called inactive have numbers as strong as hits
Target sequence (P51452 whole entry, looked up): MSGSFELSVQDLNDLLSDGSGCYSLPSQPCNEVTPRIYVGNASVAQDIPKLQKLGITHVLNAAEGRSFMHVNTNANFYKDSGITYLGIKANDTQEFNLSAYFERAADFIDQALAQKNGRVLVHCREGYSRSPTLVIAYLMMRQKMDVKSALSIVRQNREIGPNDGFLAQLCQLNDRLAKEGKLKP
SARS 3CLpro inh: SARS-CoV 3CLpro protease inhibition; P0C6X7; recombinant SARS-CoV 3CLpro, quenched FRET peptide cleavage; inhibition, % at 6 µM; hit rate 0.14% among 290,000; in the data active means inhibition above about 12%
BH1578 lux ind: inducers of Vibrio cholerae quorum light production without autoinducers. V. cholerae BH1578 lux reporter, luminescence, 6 h. hit rate 0.16% among 350,000. AID 588436. activation, % at 18.7 µM; in the data active means activation mostly above about 9.7%, no sharp cut-off; further: not every result past the cut was called active; inactives centre near 0; reference of the scale not given here
Y pestis TopoI: blocks Yersinia pestis topoisomerase I activity. hit rate 0.064% among 360,000. AID 504884. Y. pestis Topo-I cleavage product accumulation, plate reader. activity, % at 10 µM; in the data active means activity above about 50%, passing the limit was not always enough; further: inactives centre near 2
PrPC surface inh: cell surface PrPC inhibition, primary TR-FRET screen | P04156 | TR-FRET read-out | inhibition, % at 13.8 µM | hit rate 0.43% among 370,000; in the data active means inhibition above about 24%; further: 0% = median of the test wells and 100% = reference compound wells
CCHF vOTU inh: CCHFV vOTU protease inhibition; Pep-AMC fluorescence; inhibition, % at 11.5 µM; hit rate 0.55% among 370,000; in the data active means inhibition above about 30%; further: 0% = vehicle wells with enzyme and 100% = no enzyme wells
MazF activator: activators of E. coli MazEF toxin-antitoxin RNase; P0AE70; AID 504720; hit rate 0.32% among 350,000; FAM/BHQ RNA-DNA oligo cleavage fluorescence, 5 h; activation, % at 20 µM; in the data active means activation above about 50%
Target sequence (P0AE70 whole entry, looked up): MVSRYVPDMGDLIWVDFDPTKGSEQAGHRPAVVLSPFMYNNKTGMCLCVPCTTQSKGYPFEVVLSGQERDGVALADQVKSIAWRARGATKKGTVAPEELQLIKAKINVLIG
Rv3671c inh: inhibits the M. tuberculosis serine protease Rv3671c; inhibition, % at 5.96 µM; AID 2606; hit rate 0.048% among 320,000; in the data active means inhibition above about 38%;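 further: extracellular domain of Rv3671c used as enzyme; 0% = enzyme with DMSO and 100% = no enzyme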
Target sequence (P9WHR9 whole entry, looked up, the tested form may be a part): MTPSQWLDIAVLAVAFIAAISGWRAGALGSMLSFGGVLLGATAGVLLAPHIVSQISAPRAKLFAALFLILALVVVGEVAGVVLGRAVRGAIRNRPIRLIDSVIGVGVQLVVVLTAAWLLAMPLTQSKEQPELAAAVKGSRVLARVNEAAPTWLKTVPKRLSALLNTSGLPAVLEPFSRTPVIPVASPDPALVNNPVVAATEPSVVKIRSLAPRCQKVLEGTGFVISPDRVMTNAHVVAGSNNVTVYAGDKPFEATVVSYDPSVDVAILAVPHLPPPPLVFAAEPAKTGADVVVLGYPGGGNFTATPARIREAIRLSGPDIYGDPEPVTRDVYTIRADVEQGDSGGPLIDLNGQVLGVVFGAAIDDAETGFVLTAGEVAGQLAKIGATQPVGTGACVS
* marks the source's active call; other numbers are inactive results; i = inactive; / = not tested or not shown; & = joins results of further samples. A portion of the library; the hit share may differ from the screen's.

Compound | TcdB inh | SSB-PriA inh | VHR inh abs | SARS 3CLpro inh | BH1578 lux ind | Y pestis TopoI | PrPC surface inh | CCHF vOTU inh | MazF activator | Rv3671c inh
O=C(COC(=O)c1c[nH]c(=O)[nH]c1=O)Nc1ccccc1Br | 1.5 | -15 | 36 | -2 | -0.5 | -2 | 7 | 10 | 9 | 3
CC(C)C(NC(=O)c1ccco1)C(=O)OCC(=O)Nc1ccc(C(N)=O)cc1 (stereo unspecified) | -0.3 | -2 | 37 | 0 | -0.7 | 0 | 10 | -2 | 6 | 2
CCNc1ccc(S(=O)(=O)NCCN(C)C)cc1[N+](=O)[O-] | 1.1 | -13 | 5 | 3 | i | 0 | -26 | 10 | -2 | 18
Fc1ccccc1NC(=S)N(CCN1CCCCC1)Cc1ccco1 | -0.2 | -15 | 21 | 0 | i | 8 | 1 | 7 | 0 | 5
CC1(C)Cc2ccccc2C(/C(=N\Nc2cccc(Cl)c2)C(N)=O)=N1 | / | / | 3 | 0 | -4.2 | 3 | -2 | 3 | -4 | -8
O=C(Nc1ccc2c(c1)OCO2)c1cc(C2CCCN(C(=O)CCc3ccccc3)C2)on1 (stereo unspecified) | -7.0 | / | / | / | -0.1 | 19 | 38* | 12 | / | /
CC(=O)c1cccc(OCc2cc(C(=O)N3C[C@H]4CC[C@H]3C4)no2)c1 | 0.3 | -1 | -6 | -2 | -1.2 | 15 | 10 | -15 | -5 | 2
O=C(COc1ccccc1)NCC(=O)N/N=C/c1ccc(Cl)cc1 | -0.6 | / | 24 | 6 | i | 14 | -3 | -14 | 7 | 3
O=C(CCS(=O)(=O)c1cc2c(cc1Cl)NC(=O)CO2)NCc1ccccc1 | -9.7 | -12 | 30 | 1 | i | -4 | 4 | 8 | 1 | -6
COc1ccc(OC)c(C2Nc3ccccc3NC3=C2C(=O)CC(C)(C)C3)c1 (stereo unspecified) | 0.7 | -2 | 6 | 0 | -0.8 | 9 | -7 | 6 | 16 | 10
CCCNC(=O)NC(=O)CSc1ncc(C(F)(F)F)cc1Cl | / | -4 | 17 | -12 | -0.6 | 3 | 1 | -5 | -1 | -2
O=C1OCCC1Sc1nnc(-c2cccc(Br)c2)o1 (stereo unspecified) | / | -32 | -12 | -4 | -0.2 | 7 | 3 | -4 | 0 | 11
CC(C)(C)NC(=O)CSC(=Nc1ccc(F)cc1)NC#N | / | -4 | 36 | 2 | -6.7 | 5 | 6 | 2 | 3 | -7
CC(NC(=O)CCN1C(=O)c2ccccc2S1(=O)=O)c1ccccc1 (stereo unspecified) | -7.6 | -4 | / | / | i | -8 | 4 | 14 | 7 | -2
Cc1cc(C(=O)N/N=C/c2ccc(Br)o2)n[nH]1 | -0.1 | / | 30 | 1 | i | 8 | 1 | 13 | 4 | -4
CC(=O)SC1CC(=O)N(c2ccc(C(C)(C)C)cc2)C1=O (stereo unspecified) | 1.4 | 6 | 0 | -2 | 0.9 | 0 | -4 | -8 | 5 | 2
CCN(CC)c1ccc(/C=C/c2cccc[n+]2C)c(OC)c1 | 5.2 | 2 | 5 | 0 | i | 1 | -10 | 13 | -580 | -108
CCCn1nc(CC(=O)OCC)c2ccccc2c1=O | / | -8 | 40 | -3 | -0.4 | 6 | -4 | 6 | 0 | -4
COc1ccc(CCn2c(=N)c(C(=O)NC3CCCC3)cc3c(=O)n4ccccc4nc32)cc1OC | -0.4 | -15 | 10 | 2 | i | 8 | -25 | 2 | 21 | -11
CCc1nnc(NC(=O)c2cccnc2)s1 | / | 2 | -12 | 4 | 4.5 | -2 | -2 | 6 | 4 | -4
O=C(Nc1ccc(F)c(F)c1)C1CCCCC1 | 0.4 | -14 | / | / | i | 8 | -3 | 8 | -2 | 1
COCCNc1nc(Oc2cccc(F)c2)c2sccc2n1 | 1.1 | / | / | / | -0.7 | 5 | 0 | -4 | / | /
CCCSc1oc(-c2ccco2)nc1S(=O)(=O)c1ccc(C)cc1 | 1.4 | -15 | 12 | 3 | -0.2 | 47 | -8 | 0 | -4 | -13
O=C(Nc1ccc(S(=O)(=O)Nc2ccccn2)cc1)c1ccccc1 | 0.2 | -8 | 5 | -4 | -0.1 | 2 | 6 | -13 | -2 | 1
C/C(=N\NC(=O)c1cc(-c2ccccc2C)nc2ccccc12)c1cccnc1 | 2.7 | / | 31 | -1 | i | 3 | -4 | 6 | 3 | /
COC(=O)c1c(C)nc(C)c2c(=O)oc3ccccc3c12 | / | -19 | 4 | 1 | i | 2 | -5 | 7 | -12 | 1
CC(=O)O[C@]1(C(C)=O)CC[C@H]2[C@@H]3C=C(Cl)C4=CC(=O)CC[C@]4(C)[C@H]3CC[C@@]21C | 0.4 | 2 | 9 | -5 | 4.2 | 7 | -2 | 5 | 6 | -1
Cc1ccc(S(=O)(=O)N/N=C/c2ccccc2F)cc1[N+](=O)[O-] | 1.8 | / | 8 | 2 | i | 1 | 6 | 7 | 6 | 5
COC(CN(C(=O)CCl)C(C(=O)NC1CCCC(C)C1C)c1ccc(C)cc1)OC (stereo unspecified) | / | 6 | 13 | -4 | -0.2 | -5 | / | / | 1 | -8
COCCn1c(SCC(=O)NCC2CCCO2)nc2c(c1=O)SCC2 (stereo unspecified) | -0.4 | 4 | 24 | 1 | -4.2 | -2 | 4 | -6 | 4 | 3

Sorted by count of non-hydrogen atoms (smallest number first): some entries from above
Compound | TcdB inh | SSB-PriA inh | VHR inh abs | SARS 3CLpro inh | BH1578 lux ind | Y pestis TopoI | PrPC surface inh | CCHF vOTU inh | MazF activator | Rv3671c inh
COC(=O)c1c(C)nc(C)c2c(=O)oc3ccccc3c12 | / | -19 | 4 | 1 | i | 2 | -5 | 7 | -12 | 1
COCCNc1nc(Oc2cccc(F)c2)c2sccc2n1 | 1.1 | / | / | / | -0.7 | 5 | 0 | -4 | / | /
Cc1ccc(S(=O)(=O)N/N=C/c2ccccc2F)cc1[N+](=O)[O-] | 1.8 | / | 8 | 2 | i | 1 | 6 | 7 | 6 | 5
CC(=O)O[C@]1(C(C)=O)CC[C@H]2[C@@H]3C=C(Cl)C4=CC(=O)CC[C@]4(C)[C@H]3CC[C@@]21C | 0.4 | 2 | 9 | -5 | 4.2 | 7 | -2 | 5 | 6 | -1
COC(CN(C(=O)CCl)C(C(=O)NC1CCCC(C)C1C)c1ccc(C)cc1)OC (stereo unspecified) | / | 6 | 13 | -4 | -0.2 | -5 | / | / | 1 | -8

Following part.
Compound | TcdB inh | SSB-PriA inh | VHR inh abs | SARS 3CLpro inh | BH1578 lux ind | Y pestis TopoI | PrPC surface inh | CCHF vOTU inh | MazF activator | Rv3671c inh
COc1cc(NC(=O)[C@H](C)NC(=O)N2CCn3c2nc2ccccc23)cc(OC)c1 | -0.1 | -1 | 8 | 2 | -3.1 | 0 | 4 | 4 | -2 | -14
CC(C)CCNC(=O)NC(=O)CN1C(=O)NC2(CCCCC2)C1=O | / | -10 | 31 | -2 | i | 6 | -3 | -14 | 3 | 9
CCOCCCNC(=O)C(NC(=O)c1ccc(=O)[nH]c1)c1ccc(Cl)cc1 (stereo unspecified) | 0.1 | -12 | 34 | 0 | -0.3 | -2 | 2 | -3 | 6 | 1
COc1ccc(NC(=O)COc2ccc(/C=N/O)cc2OC)cc1 | 2.1 | / | 24 | 4 | -0.7 | 1 | 11 | -6 | 7 | -2
Cc1cc(N=NC(=O)c2ccccc2)ccc1O | 1.3 | 3&11 | 9 | 3 | -0.3 | -7 | 2 | -1 | 2 | -11
O=C(Cn1cc(SCc2ccccc2Cl)c2ccccc21)N1CCOCC1 | / | 2 | -2 | 0 | -0.2 | 7 | -1 | 0 | -6 | -4
NC(=O)c1ccc(NC(=O)COC(=O)c2ccccc2Nc2ccccc2)cc1 | 0.6 | -11 | 22 | 2 | -0.2 | 11 | 8 | 7 | -19 | -14
O=C(COC(=O)c1ccco1)NC12CC3CC(CC(C3)C1)C2 | -0.4 | -8 | / | / | i | 3 | -7 | -2 | 9 | 5
Cc1ccc(SCC(=O)Nc2cccc(C)c2)cc1 | -1.9 | -10 | 18 | 0 | -0.1 | 9 | 4 | 10 | -6 | -5
Cn1c(=O)c2c(nc(CN3CCOCC3)n2CCN2CCOCC2)n(C)c1=O | 0.1 | 1 | 11 | 3 | -0.6 | 6 | / | / | -7 | 3
O=C(O)CCCNc1n[nH]c(=O)[nH]c1=O | -0.3 | -12 | 11 | -2 | -1.0 | 3 | 9 | 10 | 0 | -2
C=CCc1cc(Cl)ccc1OCCCNC(C)C | / | -6 | -8 | -1 | i | -2 | -7 | 7 | 11 | 7
CCCC(O)(c1ccc(OC)cc1)C(CN1CCOCC1)c1ccccc1 (stereo unspecified) | 0.0 | -3 | 1 | -3 | i | 1 | 5 | -6 | -2 | -4
O=C(NCc1ccccn1)c1ccccc1-c1ccccc1 | 0.2 | -12 | 21 | 0 | -0.7 | -8 | 1 | 0 | -3 | 4
O=C1CSC(=S)N1c1cccc(F)c1 | 1.5 | -8 | 8 | 0 | -1.6 | 2 | -5 | -2 | 8 | -17
Cc1ccc(-c2nc(C)sc2CC(=O)Nc2nnc(C)s2)cc1 | -4.9 | -3 | 11 | -7 | -0.3 | -1 | 0 | 8 | -3 | 7
CN(Cc1nc(-c2cnccn2)no1)CC1CCN(Cc2ccccc2)CC1 | 0.1 | 4 | 19 | 4 | i | 5 | 2 | -2 | 2 | 9
Cc1nonc1OCCNCc1c(C(=O)N2CCCCCCC2)nc2ccc(Cl)cn12 | 0.7 | -15 | 26 | 3 | -1.0 | 9 | -2 | -13 | -11 | 2
COc1ccccc1NC(=O)C1CC(C(C)C)OC1=O (stereo unspecified) | -7.9 | -1 | / | / | 1.3 | 4 | 11 | -6 | 4 | -1
Cc1cc(C)cc(Nc2ccc(C(=O)O)cc2[N+](=O)[O-])c1 | 0.0 | 25 | 10 | 3 | i | 4 | -15 | 14 | -8 | -1
CCC(C)NS(=O)(=O)c1ccc(NC(=O)CCC2CCCCC2)cc1 (stereo unspecified) | / | -5 | 23 | 5 | -1.3 | 7 | 3 | 4 | -11 | -1
CCOc1ncccc1C(=O)OCC(=O)N1CCN(S(=O)(=O)c2ccccc2)CC1 | / | -5 | 15 | -6 | -0.2 | 1 | 3 | -13 | 1 | -5
Cc1c(Cl)cccc1NC(=O)CC(NCCN1CCOCC1)C(=O)O (stereo unspecified) | 0.7 | -2 | / | / | -0.8 | 0 | 4 | -12 | 1 | 7
COc1ccc(CNC(=O)c2ccc3c(=O)n4c(nc3c2)CCCCC4)cc1OC | 1.5 | -1 | / | / | i | -3 | 5 | -8 | 0 | /
COc1ccc(NC(=O)c2c(-c3ccccc3)noc2C)c(OC)c1 | 0.6 | -8 | 24 | 3 | -0.5 | 15 | 8 | 1 | 0 | -11
CCCOc1ccc(-c2cc3onc(-c4ccccc4)c3c(=O)n2C)cc1 | 0.2 | 6 | / | / | 1.3 | 3 | -2 | 8 | 0 | -6
O=C(CCCN1C(=O)/C(=C/c2cccs2)SC1=S)Nc1cc([N+](=O)[O-])ccc1O | 2.3 | -2 | 24 | 1 | i | -1 | -6 | 18 | 2 | -13
CCCCn1c(N)c(N(CC(C)C)C(=O)C2CSC3(C)CCC(=O)N23)c(=O)[nH]c1=O (stereo unspecified) | -0.8 | -6 | / | / | -0.9 | 6 | -8 | 2 | 5 | -1
Cc1ccccc1NC(=O)/C(C#N)=C/c1ccccc1C(F)(F)F | / | -17 | 8 | 3 | -0.3 | -1 | -3 | -3 | -7 | -10
O=C(c1nc2ccccn2c1CNCCn1ccc2ccccc21)N1CCOCC1 | 2.2 | 0 | 21 | -4 | -2.3 | -1 | -14 | 1 | 3 | 11
c1ccc(Cc2ccc(OCCN3CCOCC3)cc2)cc1 | 0.3 | -17 | -4 | 5 | -0.9 | 15 | 1 | -3 | 1 | 4
CCOc1cc(S(=O)(=O)N2CCN(C(=O)c3ccco3)CC2)ccc1F | 0.7 | -10 | 0 | 1 | 0.4 | 0 | -2 | -11 | -3 | 6
